PAX8 reporter: inhibitors of PAX8-driven TPO luciferase reporter, primary screen, RMG-I cells, single concentration. SteadyGlo, 24 h. inhibition, % at 12.6 µM. hit rate 1.2% among 360,000. AID 652154, 2013;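 active = mean replicate inhibition at least 60% with every replicate also reaching 60%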;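 also: luciferase light reporting Pax8 driven TPO promoter activity; plate controls were median of neutral control wells for no effect and mitoxantrone controls for full effect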
S100A4 MyoIIA: inhibitors of S100A4-myosin IIA peptide binding, primary screen, biochemical, fluorescence polarization, TAMRA-MyoIIA peptide. Protein S100-A4 (Homo sapiens), P26447. inhibition, % at 10.7 µM. hit rate 0.14% among 360,000;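 active = mean inhibition of at least 70% across replicates, with every replicate also reaching that level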
Target sequence (P26447 whole entry, looked up): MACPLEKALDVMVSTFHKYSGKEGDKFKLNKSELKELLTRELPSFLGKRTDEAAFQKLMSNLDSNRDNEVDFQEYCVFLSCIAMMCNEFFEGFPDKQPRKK
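Material: S100A4 monomer (human). Medium: Calcium-containing HEPES buffer, pH 7.2. Probe or stimulus: labelled myosin peptide probe, 5 nM. Compound dosing: one concentration per compound. Timing: polarization read 5 min after assay mix addition, stable 5–60 min. Benchmarks: DMSO as neutral control, TFP as positive control.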
EWS-Fli block: EWS/Fli-driven NR0B1 reporter inhibitors, primary screen, A673 cells, NR0B1 luciferase, luminescence, MLPCN library. viability-normalised. hit rate 0.67% among 350,000. inhibition, % at 12.6 µM;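 active = mean inhibition of at least 50% after viability correction, with every replicate also passing that limit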;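 also: firefly luciferase signal divided by Alamar Blue viability fluorescence both relative to DMSO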
LGR2 inh: inhibitors of bursicon-induced LGR2 CRE-luciferase signal, primary screen, cell-based, HEK293, CRE-luciferase reporter, bursicon stimulation | bursicon-stimulated, 4 h | inhibition, % at 9.99 µM | hit rate 0.35% among 380,000;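 active = drop in luminescence signal, shown as inhibition above about 50% in the replicate tests, limit read from the data, passing the limit was not always enough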;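 also: agonist challenge used bursicon conditioned medium at about half maximal strength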
FN deposition inh: inhibitors of fibronectin matrix deposition, primary screen, AH1F cells, Alexa488-fibronectin fluorescence, plate reader | AID 743247, 2014 | inhibition, % at 12.6 µM | hit rate 0.086% among 350,000 | AH1F fibroblasts, overnight;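 active = mean inhibition across replicates of 30% or more, regardless of how many single replicates reach that level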;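 also: positive control wells lacked labelled fibronectin entirely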
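Material: AH1F fibroblast monolayer depositing Alexa488-labelled fibronectin into matrix | Input: 10000 AH1F cells/well | Medium: DMEM plus 2% serum, read in PBS | Reagent: Alexa488-fibronectin, 24 nM final in well | Compound dosing: One dose per compound, pinned | Schedule: 1 h adhesion, overnight exposure | Measured by: Fluorescence at 485 nm excitation, 525 nm emission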
PGC1a acetyl inh: inhibitors of PGC1a acetylation signal, primary screen, cell-based, U2OS, AlphaScreen, inhibitor mode; AlphaScreen anti-acetyl-lysine; with virally co-expressed GCN5 acetyltransferase; inhibition, % at 15.6 µM; hit rate 0.17% among 350,000; AID 651687, 2012;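 active = every replicate shows inhibition of at least 40%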;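 also: 0% = neutral control wells and 100% = positive control wells; some results beyond the cut were filed as inactive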
PglD inh: C. jejuni PglD acetyltransferase inhibitors, primary screen, biochemical, DTNB colorimetric, single point. UDP-N-acetylbacillosamine N-acetyltransferase PglD (Campylobacter jejuni). purified PglD enzyme, DTNB colorimetric CoA detection. inhibition, % at 12.5 µM. hit rate 0.098% among 360,000. AID 602405, 2012; in the data active = inhibition above about 16%, passing the limit was not always enough; also: strong numbers were not always called active
ERAP1 HTS inh: human ERAP1 aminopeptidase inhibitors, primary screen, biochemical, single point, plate reader; inhibition, % at 10.7 µM; hit rate 0.15% among 340,000; recombinant ERAP1, Leu-AMC fluorescence, 60 min;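 active = mean replicate inhibition of at least 30%, or all replicates individually reaching that 30% level; inactive = mean below 30% and not every replicate reaching it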;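 also: 0% = neutral control wells and 100% = L-leucinethiol positive control wells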
Target sequence (Q9NZ08 whole entry, looked up): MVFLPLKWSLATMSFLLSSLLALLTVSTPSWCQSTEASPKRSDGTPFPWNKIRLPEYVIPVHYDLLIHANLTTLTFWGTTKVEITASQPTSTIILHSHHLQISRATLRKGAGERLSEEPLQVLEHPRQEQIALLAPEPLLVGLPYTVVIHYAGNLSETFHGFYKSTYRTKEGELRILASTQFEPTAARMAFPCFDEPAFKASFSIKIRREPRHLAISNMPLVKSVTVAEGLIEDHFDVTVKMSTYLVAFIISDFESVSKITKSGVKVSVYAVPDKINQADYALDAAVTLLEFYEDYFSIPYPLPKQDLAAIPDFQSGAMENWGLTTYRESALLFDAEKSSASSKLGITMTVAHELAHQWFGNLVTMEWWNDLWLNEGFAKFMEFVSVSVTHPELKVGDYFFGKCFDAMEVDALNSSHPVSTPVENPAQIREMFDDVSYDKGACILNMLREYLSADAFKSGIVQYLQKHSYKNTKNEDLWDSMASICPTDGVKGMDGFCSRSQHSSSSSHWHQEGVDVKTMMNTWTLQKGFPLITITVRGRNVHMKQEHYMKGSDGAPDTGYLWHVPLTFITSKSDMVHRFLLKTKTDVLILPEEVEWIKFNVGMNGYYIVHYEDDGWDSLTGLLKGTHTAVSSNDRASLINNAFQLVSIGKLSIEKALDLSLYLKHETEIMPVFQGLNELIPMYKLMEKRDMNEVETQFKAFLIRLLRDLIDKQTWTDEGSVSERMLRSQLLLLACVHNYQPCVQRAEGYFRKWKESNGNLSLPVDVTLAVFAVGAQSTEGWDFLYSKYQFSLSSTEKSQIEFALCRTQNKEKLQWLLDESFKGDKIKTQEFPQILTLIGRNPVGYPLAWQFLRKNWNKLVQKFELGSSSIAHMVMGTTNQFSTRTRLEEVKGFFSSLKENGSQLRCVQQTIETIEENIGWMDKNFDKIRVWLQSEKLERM
* = called active by the depositor; . = no result given; & = joins results of further samples.

structure | PAX8 reporter | S100A4 MyoIIA | EWS-Fli block | LGR2 inh | FN deposition inh | PGC1a acetyl inh | PglD inh | ERAP1 HTS inh
COc1ccc(C(=O)N(C)[C@H]2C[C@H]3c4[nH]c5ccccc5c4CCN3C(=O)[C@H]2CO)cc1 | -6 | 11 | -1 | -2 | 5 | 1 | 1 | .
COc1cc(C(=O)NCc2ccc(C)cc2)ccc1OC(F)F | . | . | . | -16 | 6 | -8 | -10 | .
CC(C)NC(=O)N(C)C[C@@H]1Oc2c(NS(=O)(=O)c3cn(C)cn3)cccc2C(=O)N([C@@H](C)CO)C[C@@H]1C | . | 5 | 0 | 0 | -1 | 6 | 0 | -2
Cc1noc(C)c1NC(=O)N(C)C[C@H]1Oc2c(NC(=O)NC(C)C)cccc2C(=O)N([C@H](C)CO)C[C@H]1C | . | 5 | 2 | 14 | . | 5 | -3 | 1
CN(C)C(=O)C[C@H]1C=C[C@H](NC(=O)Nc2cccc(F)c2)[C@@H](CO)O1 | -1 | 2 | -2 | 19 | -5 | 36 | 4 | 6
COc1ccc(-c2ccc(-c3cc(=O)oc4cc(OC)c(OC)c(OC)c34)cc2)cc1F | -30 | 1 | -37 | 0 | 4 | 7 | -1 | .
COc1ccc(NC(=O)C(=O)NCCC2CCCCN2S(=O)(=O)c2ccc(F)cc2)cc1 (stereo not given) | . | 1 | 47 | -13 | 10 | -14 | 4 | -2
Cc1cccc(NC(=O)C2CC(=O)N/C(=N/N=C/c3ccco3)S2)c1 (stereo not given) | . | . | . | -24 | 6 | -2 | 5 | .
Cc1cccc(C)c1NC(=S)N(Cc1cccs1)C1CCCC1 | 7 | -2 | 4 | 12 | 3 | -6 | . | -2
Cc1ccc(NC(=O)Cc2ccc(-c3ccccc3)cc2)nc1 | -1 | -1 | . | 5 | -10 | 1 | 5 | -3
Cc1c(C#N)c(O)[nH]c(=O)c1N=Nc1ccc(S(N)(=O)=O)cc1 | 2 | 0 | 0 | 2 | -2 | 16 | -16 | 8
CC1CCN(c2ncnc3c2cnn3-c2ccccc2)CC1 | -176 | 1 | -6 | -59 | 0 | 10 | 2 | .
C[C@@H]1CN([C@H](C)CO)C(=O)c2cccc(NS(C)(=O)=O)c2O[C@@H]1CN(C)C | -17 | 26 | -4 | -9 | . | -7 | 1 | -2
Cc1ccc(NC(=O)Nn2cnnc2)cc1Cl | -5 | -1 | . | 6 | 3 | . | 1 | 0
C[C@H]1CN([C@@H](C)CO)C(=O)c2cc(-c3ccncc3)cnc2O[C@H]1CN(C)C(=O)c1ccccc1F | -3 | 15 | -12 | 1 | . | 12 | 2 | 3
O=[N+]([O-])c1cc([N+](=O)[O-])c(Oc2cc(F)cc(F)c2F)cc1NN1CCCCC1 | -9 | 6 | 6 | . | 11 | 0 | -2 | 0
COC(=O)[C@]12C[C@H](CC(=O)NCc3cccc(C(F)(F)F)c3)C(=O)N(Cc3ccccc3)C1=C[C@H](C1CCCC1)O[C@@H]2C | 18 | -6 | 7 | 4 | 6 | . | . | -3
Cc1ccc(SCc2cc(=O)[nH]c(Nc3nc(C)c4cccc(C)c4n3)n2)cc1 | . | . | . | 10 | 4 | -4 | -5 | .
O=C(CNC(=O)c1ccccc1)OCC(=O)N1N=C(c2ccc(Cl)cc2)CC1c1ccco1 (stereo not given) | 5 | 4 | -3 | 13 | -2 | . | . | 0
CC(OC(=O)c1ccc(Cl)c(S(N)(=O)=O)c1)C(=O)NCc1ccc2c(c1)OCO2 (stereo not given) | 2 | -2 | 0 | -8 | 6 | 0 | 1 | -1
CCCNC(=O)N1CC2(CN(C(=O)c3cccc(F)c3)C2)c2c([nH]c3cc(OC)ccc23)[C@@H]1CO | . | 2 | 3 | -7 | . | 5 | . | 0
Cc1ccc(S(=O)(=O)N(C)C[C@H]2Oc3ccc(N(C)C)cc3CC(=O)N([C@H](C)CO)C[C@H]2C)cc1 | -1 | -7 | -11 | 18 | -3 | 0 | 0 | 2
CC(=O)N(c1ccc(C)cc1)c1nc(C)cc(C)c1C#N | 26 | 4 | -3 | 1 | 0 | . | 1 | 1
O=C(NCC(F)(F)F)c1[nH]c(C(F)(F)F)nc1-c1ccccc1 | 11 | -11 | -1 | 9 | 10 | -1 | -6 | -2
COc1ccc(-n2c(NN)nc3sc4c(c3c2=O)CCCC4)cc1 | -9 | -7 | 7 | 40 | -10 | 1 | -4 | 0
S=c1[nH]nc(-c2c[nH]c3ccccc23)o1 | 10 | 2 | 2 | -13 | -7 | -2 | -5 | -2
NC(=O)c1ncn([C@@H]2O[C@H](CNCc3ccc(-c4cc(C(F)(F)F)ccc4Cl)o3)[C@@H](O)[C@H]2O)n1 | 0 | -6 | 1 | 10 | 6 | 11 | -2 | -1
CCCCc1ccc(NC(=O)Cn2c(=O)c(N3CCCCC3)c(N)n(C)c2=O)cc1 | 5 | 0 | 1 | 15 | 4 | -11 | 2 | 0
Cc1cc(O)c(C(C)C)cc1NC(=O)Cn1nc(C)c2ccccc2c1=O | 3 | . | . | . | 6 | -7 | 3 | .
Cc1ccc(NC(=O)NC(=O)N(C(C)C)S(C)(=O)=O)nc1 | -9 | 0 | -1 | -12 | 1 | -9 | -8 | 0
C[C@@H]1CN([C@H](C)CO)C(=O)c2cc(C#Cc3cccnc3)cnc2O[C@@H]1CN(C)Cc1cccnc1 | . | -4 | -3 | -16 | -20 | 12 | -1 | 9
Cc1cccc2c(C(=O)N3CCCCC3)cc(-c3ccccc3)nc12 | 22 | -1 | 15 | 7 | -3 | . | 6 | 4
CS(=O)(=O)c1ccc(Cl)c(NC(=O)CSC(=S)N2CCCC2)c1 | -2 | -4 | . | 2 | 9 | 2 | -4 | 1
CN(CCCC(=O)Nc1nccs1)S(=O)(=O)c1ccc(Cl)cc1 | -4 | 0 | -1 | -5 | -7 | -7 | -6 | -2
CC(C)(C)C(=O)CC1(O)C(=O)N(Cc2ccccc2)c2ccccc21 (stereo not given) | . | 5 | 7 | 7 | . | 2 | -4 | -1
O=C(C(=O)N1CCC(Cc2ccccc2)CC1)c1ccccc1 | -11&-11 | 0&-5 | -1&-5 | -3&11 | 3&-6 | . | . | .
COc1ccc(CCNC(=O)COc2coc(CN3c4ccccc4CC3C)cc2=O)cc1OC (stereo not given) | 9 | 3 | 6 | -19 | 4 | 8 | 5 | 3
CC(C)Oc1ccc(S(=O)(=O)N2CCOCC2)cc1NC(=O)c1ccc(N2CCCC2=O)cc1 | -4 | 11 | . | -1 | -13 | . | 0 | 3
COc1cccc(/C=C2/Sc3ccc(C(=O)NC4CC4)cc3NC2=O)c1 | 10 | 23 | -5 | -2 | 5 | . | . | 6
CCc1ccc(C(=O)NNC(=O)c2cc(S(=O)(=O)N(C)C)ccc2N2CCCC2)cc1 | -4 | -2 | 2 | 11 | . | . | -1 | -2
CC(/C=C/c1ccco1)=N\NC(=O)CNc1ccc2ccccc2c1 | 15 | 3 | 5 | -28 | -1 | . | . | 4
O=C(O)CCC(=O)NCc1ccc2[nH]c3c(c2c1)CCCC3 | 12 | -14 | 7 | -28 | 6 | -6 | -2 | 8
COc1ccccc1S(=O)(=O)N(C)C[C@@H]1OCc2cnnn2CCCC(=O)N([C@@H](C)CO)C[C@H]1C | -5&-20 | 1&-2 | -3&-4 | 1 | 14&2 | . | -1&-1 | 14&2
COc1cccc(S(=O)(=O)N(C)C[C@H]2OCc3cn(nn3)CCCC(=O)N([C@@H](C)CO)C[C@H]2C)c1 | 1 | . | 9 | 26 | 0 | 1 | . | .
COCCN(C(=O)COC(=O)c1c(NC(C)=O)sc(C)c1C)c1c(N)n(Cc2ccccc2)c(=O)[nH]c1=O | 1 | 3 | 4 | 1 | 1 | . | . | -6
C[C@@H]1CN([C@H](C)CO)C(=O)c2cccc(NC(=O)Nc3ccc(F)cc3)c2O[C@@H]1CN(C)C | 1 | 11 | 6 | -4 | -7 | 8 | 3 | 1
CO[C@@H]1CN(C)C(=O)c2ccc(NS(=O)(=O)c3ccc(C)cc3)cc2OC[C@H](C)N(C)C[C@@H]1C | -9 | -2 | -12 | 9 | 1 | . | 6 | -2
O=C(C[C@@H]1C[C@@H]2c3cc(NC(=O)c4ccc5c(c4)OCO5)ccc3O[C@@H]2[C@H](CO)O1)NCc1cc(F)ccc1F | -5 | -11 | -4 | 6 | . | 4 | 1 | 0
CCOC(=O)CCCNC(=O)COc1ccccc1C#N | 0 | . | . | . | -10 | -18 | -3 | .
CC1=NN(c2ccccc2)C(=O)/C1=C/c1ccc(Cl)cc1 | 20 | 3 | 1 | 21 | 2 | 8 | 2 | 3

Further compounds.
structure | PAX8 reporter | S100A4 MyoIIA | EWS-Fli block | LGR2 inh | FN deposition inh | PGC1a acetyl inh | PglD inh | ERAP1 HTS inh
Cc1cccc(N2CN=c3s/c(=C\c4ccccn4)c(=O)n3C2)c1 | -5 | 8 | -14 | . | -1 | 0 | 1 | .
CC1CCN(c2nnc(-c3cccs3)c3ccccc23)CC1 | -27 | -13 | -16 | -10 | -3 | . | . | 8
O=C(CCN1CCN(c2ccccc2)CC1)N/N=C/c1ccccc1OC(F)F | -7 | 6 | -1 | 9 | -4 | 1 | . | -1
Cc1ccc(S(=O)(=O)N(C)C[C@H]2Oc3ccc(NS(=O)(=O)c4ccc(Cl)cc4)cc3C(=O)N([C@H](C)CO)C[C@H]2C)cc1 | . | -7 | 4 | 14 | . | -7 | . | -2
C[C@H](CO)N1C[C@H](C)[C@H](CN(C)C(=O)Nc2ccc(F)cc2)Oc2ncc(C#Cc3ccc(F)cc3)cc2C1=O | . | -20 | 4 | . | 3 | 2 | -1 | 0
CC(=O)Nc1ccc(S(=O)(=O)N(C)Cc2cnn(C)c2)cc1 | 9 | -10 | -9 | 3 | 0 | 3 | -1 | -1
COc1cc2cnc(-c3ccccc3)c(-c3cc(OC)c(OC)c(OC)c3)c2cc1OC | 14 | 1 | 4 | -2 | -1 | -10 | 0 | -3
COc1ccc(-c2csc3nc(C)nc(N4CCN(c5ccc(C(C)=O)cc5)CC4)c23)cc1OC | 14 | 3 | -1 | -19 | -4 | 0 | -2 | -2
Cc1ccc([C@@H]2CC=C(C(=O)O)[C@H](c3cccc(F)c3)N2S(=O)(=O)c2ccccc2C)cc1 | -10 | -3 | -6 | 3 | 2 | 6 | 6 | 4

Compounds above with a COOH group, in the order listed:
structure | PAX8 reporter | S100A4 MyoIIA | EWS-Fli block | LGR2 inh | FN deposition inh | PGC1a acetyl inh | PglD inh | ERAP1 HTS inh
O=C(O)CCC(=O)NCc1ccc2[nH]c3c(c2c1)CCCC3 | 12 | -14 | 7 | -28 | 6 | -6 | -2 | 8
Cc1ccc([C@@H]2CC=C(C(=O)O)[C@H](c3cccc(F)c3)N2S(=O)(=O)c2ccccc2C)cc1 | -10 | -3 | -6 | 3 | 2 | 6 | 6 | 4

Part of the list above, with each value named.
Cc1cccc(N2CN=c3s/c(=C\c4ccccn4)c(=O)n3C2)c1
  PAX8 reporter: -5; S100A4 MyoIIA: 8; EWS-Fli block: -14; LGR2 inh: .; FN deposition inh: -1; PGC1a acetyl inh: 0; PglD inh: 1; ERAP1 HTS inh: .

CC1CCN(c2nnc(-c3cccs3)c3ccccc23)CC1
  PAX8 reporter: -27; S100A4 MyoIIA: -13; EWS-Fli block: -16; LGR2 inh: -10; FN deposition inh: -3; PGC1a acetyl inh: .; PglD inh: .; ERAP1 HTS inh: 8

Source: PubChem
